Source: PubChem BioAssay (NCI)
NCI-60 one-dose screen, 48 h, at 10 µM unless noted. Numbers give growth in % (100 = growth as untreated, 0 = no growth, -100 = all killed).
UACC-257 – UACC-257 melanoma; actives 4.4% (n = 78,000)
SK-MEL-28 – SK-MEL-28 melanoma | actives 4.1% (n = 81,000)
LOX IMVI – LOX IMVI melanoma; actives 7.4% (n = 79,000); AID 1794757
UACC-62 – UACC-62 melanoma; actives 5.4% (n = 81,000)
SK-MEL-2 – SK-MEL-2 melanoma; actives 4.7% (n = 77,000)
MALME-3M – MALME-3M melanoma. actives 5.8% (n = 78,000)
MDA-MB-435 – MDA-MB-435 melanoma. actives 7.8% (n = 82,000)
SK-MEL-5 – SK-MEL-5 melanoma | actives 6.4% (n = 80,000)
* marks the source's active call; other numbers are inactive results; . = not tested or not shown. The calls were made as follows: active = growth percent below 10; inactive = the rest.

SMILES	UACC-257	SK-MEL-28	LOX IMVI	UACC-62	SK-MEL-2	MALME-3M	MDA-MB-435	SK-MEL-5
Cc1ccc2oc(=O)cc(/C=N\Nc3nc(-c4ccc(Cl)cc4Cl)cs3)c2c1	98	103	96	81	96	101	96	93
Cc1ccc(Nc2nc(-c3ccccn3)cs2)cc1	116	118	.	102	108	97	105	101
O=C(Oc1ccc[nH]c1=O)c1ccc(F)cc1	100	109	95	96	114	107	112	99
CCn1cc(C2NC(=O)c3cc(F)ccc3N2)c2cccc(Cl)c21 (configuration not stated)	.	58	17	28	17	54	-32*	19
NNC(=O)CSc1ncnc2c1c(-c1ccccc1)cn2-c1ccc(Cl)cc1	95	106	88	82	110	96	109	105
Clc1ccccc1CN1CCCC1	90	111	98	101	107	106	106	102
COc1c(O)cc2oc3cc(O)c(CC=C(C)C)c(O)c3c(=O)c2c1C/C=C(\C)CCC=C(C)C	103	94	-86*	99	75	127	78	87
OC1CCC(c2ccccc2)CC1 (configuration not stated)	106	112	102	95	99	106	114	.
O=C(Cn1c(=O)[nH]c2ccccc2c1=O)NCC(=O)NN=C1CCCCC1	93	98	.	95	118	90	104	96
NS(=O)(=O)c1ccc(CCn2c(SCC(=O)c3ccccc3)nc3ccccc3c2=O)cc1	104	104	96	101	111	107	104	103
COc1ccc2[nH]cc(/C=C3/C(=O)Nc4ccc(Cl)cc43)c2c1	68	81	18	52	.	32	23	55
N#CCNc1ccc(C(=O)O)cc1	98	118	99	107	108	105	101	101
CCN1CCN(c2nc3ccccc3c3c(=O)c4cc(F)ccc4sc23)CC1	79	78	61	44	99	91	10	83
COc1cc2c(cc1OCCCCN1CCN(CC(=O)Nc3ccc(Cl)cc3C(=O)c3ccccc3Cl)CC1)N=CC1CCCN1C2=O (configuration not stated)	.	-86*	-84*	-85*	-68*	-77*	-94*	-93*
N#CC1=C(N)Oc2c(c(=O)[nH]c3ccc(Cl)cc23)C12C(=O)Nc1ccccc12 (configuration not stated)	101	102	92	101	103	99	105	100
CCCCCOC(=O)c1cccc(NC(=O)CN(CC)CC)c1	105	108	101	103	71	95	101	105
CCOP1(=O)CC(C)=C(Cl)C(P(=O)(O)O)C1 (configuration not stated)	87	94	94	95	109	95	107	109
CCCCCCCCCCCC(=O)NCCCN(C)C	95	92	69	101	92	111	95	105
O=C(Nc1cccc([N+](=O)[O-])c1)c1cc2ccccc2cc1O	-10*	28	10	19	1.7*	-23*	-1.3*	-54*
Cc1ccc(Nc2c(C(N)=O)cnc3ccc(C(=O)/C=C/c4ccc(Cl)cc4)cc23)cc1	98	92	93	103	106	.	97	96
COc1ccc(-n2c(-c3ccc(NC(=O)CCCl)cc3)nnc2-c2cc(OC)c(OC)c(OC)c2)cc1	52	28	57	48	48	71	55	48
CC(C)(C)CC(C)(C)NCC#CCNC(C)(C)CC(C)(C)C	121	104	87	95	99	125	107	104
N#CC1C(=O)OC2CCCCC21 (configuration not stated)	100	106	95	99	110	68	107	.
CCOC(=O)c1cc2c(n1Cc1ccccc1OC)-c1[nH]c(=O)c(S(=O)(=O)c3ccccc3)cc1CCC2	101	87	92	98	76	94	95	99
C#CC(O)c1ccccc1 (configuration not stated)	102	109	103	103	106	100	108	98
Nc1[nH]n2cc(-c3ccc(Cl)cc3)nc2c1N=Nc1ccc(S(N)(=O)=O)cc1	107	105	79	81	84	87	82	85
CCCCCc1ccc(S(=O)(=O)Nc2ccc3nc(N)oc3c2)cc1	34	75	36	44	101	90	50	4.7*
Cc1ccc(NC(=O)N/N=c2\cc(C)c3ccc(O)cc3o2)c(C)c1	85	96	106	85	100	105	105	110
CC(C)NS(=O)(=O)c1ccc(NCc2ccccc2F)c([N+](=O)[O-])c1	97	106	91	82	67	115	105	95
O=C(OCC1OC(n2cnc3c(Cl)ncnc32)C(OC(=O)c2ccccc2)C1OC(=O)c1ccccc1)c1ccccc1 (configuration not stated)	107	82	55	92	99	.	91	98

Overlap with the part before: 2 compounds, followed by the next part.
SMILES	UACC-257	SK-MEL-28	LOX IMVI	UACC-62	SK-MEL-2	MALME-3M	MDA-MB-435	SK-MEL-5
CC(C)NS(=O)(=O)c1ccc(NCc2ccccc2F)c([N+](=O)[O-])c1	97	106	91	82	67	115	105	95
O=C(OCC1OC(n2cnc3c(Cl)ncnc32)C(OC(=O)c2ccccc2)C1OC(=O)c1ccccc1)c1ccccc1 (configuration not stated)	107	82	55	92	99	.	91	98
Fc1cccc(Cn2c(-c3cncs3)nc3ccccc32)c1	99	121	93	98	114	105	125	89
O=S(=O)(Nc1ncccn1)c1ccc(NO)cc1	98	119	95	94	98	129	105	98
[O-]/[N+](=C\c1ccccc1)CC1(O)CCCCC1	102	106	101	102	111	108	100	105
C#CCOC(=O)/C=C/c1cn(-c2ccccc2)nc1-c1ccc(OC)cc1	88	115	84	85	90	107	107	92
C=CCOC(=O)C1CC=CCC1C(=O)OCC=C (configuration not stated)	94	106	103	103	104	107	102	98
NC(CCC(=O)O)CC(=O)O (configuration not stated)	115	107	104	106	99	108	108	104
CCCCCCCCCCCCCCCCCC1=NC(C)CC(C)(C)O1 (configuration not stated)	99	106	94	105	125	102	111	112
Cc1nc2ccc(Cl)cn2c1-c1nnc(SCc2ccc(C#N)cc2)o1	97	99	88	74	90	90	101	81
C=CC(=O)N1CC2(CCC(n3nc(-c4ccc(Oc5ccccc5)cc4)c4c(N)ncnc43)CC2)C1	.	-68*	-65*	-91*	-90*	-71*	-81*	.
O=C1N[C@@H](Cc2c[nH]c3cc(-n4cc(C[C@@H]5NC(=O)[C@@H]6CCCN6C5=O)c5ccccc54)ccc23)C(=O)N2CCC[C@@H]12	103	102	92	101	117	99	106	99
COc1ccc(NC(=O)C(=O)c2c[nH]c3cc(F)ccc23)cc1	76	104	80	80	95	76	47	68
Cc1nc(N/N=C/c2cn(-c3ccccc3)nc2-c2cc3ccccc3oc2=O)sc1N=Nc1ccccc1	95	88	89	71	94	90	3.7*	93
NC(=S)N/N=C/c1ccc(Cl)c(Cl)c1	106	98	109	98	116	105	97	96
CC1CCCC(C)(C)C1NCCOC(=O)c1ccc(N)cc1 (configuration not stated)	90	109	93	107	97	98	106	93
Cc1nc2cc(Nc3nc(N4CCCCC4)nc(N4CCOCC4)n3)ccc2n1Cc1ccccc1	60	47	1.4*	32	19	-3.8*	53	55
c1ccc(Cc2ncnc3nc[nH]c23)cc1	109	96	116	97	110	95	95	105
CCCCCCNC(=O)N/C(N)=N/c1nc2ccccc2s1	98	104	.	79	110	95	95	88
N#CC1=C(c2ccco2)Nc2c(c(-c3ccccc3)nn2-c2ccccc2)C12C(=O)Nc1ccc(Br)cc12 (configuration not stated)	73	67	21	52	87	91	60	59
COC(=O)[C@@H]1[C@H](O)[C@H](C)[C@H](O)[C@H](C)/C=C\C=C(C)C(=O)Nc2c(C)c(OC(C)=O)c3c(c2O)C(=O)C(C)=C2OCOC(=C23)C(C)=C[C@@](C)(O)[C@H](O)[C@@H](C)[C@H]1OC(C)=O	106	138	104	113	8.1*	131	122	103
CNCCNc1nc2ccccc2c2c(=O)c3cc(F)ccc3sc12	54	85	18	22	85	68	-61*	88
COc1cc(C(=O)Nc2n[nH]c(-c3cccc(Cl)c3)n2)cc(OC)c1OC	104	109	94	110	101	94	100	101
O=c1cc(-c2ccccc2)oc2cc(OCc3cn(Cc4ccc([N+](=O)[O-])cc4)nn3)cc(O)c12	95	92	96	76	99	84	96	94
O=c1c2cc(C(F)(F)F)ccc2sc2c(NCCCNCCO)nc3ccccc3c12	92	56	-96*	75	85	75	-73*	38
COc1cc(C2CC(c3cc(OC)c(OC)c(OC)c3)=NN2C(C)=O)ccc1OCc1ccccc1 (configuration not stated)	49	42	.	24	21	43	45	9.8*
Nc1cccc2c([N+](=O)[O-])cccc12	113	111	93	102	103	97	103	95
COc1ccc(/C=c2\c(=O)n(-c3ccccc3)c3nn4c(n23)=NNC=C4c2ccccc2)cc1	104	106	97	91	103	99	102	96
COCC(CN(C)C)OC(=O)c1ccc([N+](=O)[O-])cc1 (configuration not stated)	98	109	97	91	106	104	105	106
COc1ccc(OC)c(/C=C/c2nc(SCc3ccccc3)n(-c3ccc(Cl)cc3)n2)c1	74	72	32	34	69	35	-25*	45
COc1ccc(S(=O)(=O)N2C(=O)N[C@H](OC)[C@H]2OC)c(OC)c1	104	108	99	92	113	128	103	106
c1ccc(-c2nc3ccccc3nc2-c2ccc(Sc3ccc(-c4nc5ccccc5nc4-c4ccccc4)cc3)cc2)cc1	101	103	88	86	97	.	111	106

Single entries from the list.
COc1cc(C(=O)Nc2n[nH]c(-c3cccc(Cl)c3)n2)cc(OC)c1OC @ SK-MEL-28 = 109
COc1ccc(/C=c2\c(=O)n(-c3ccccc3)c3nn4c(n23)=NNC=C4c2ccccc2)cc1 @ MALME-3M = 99

Sorted by SMILES length (descending): part of the list above.
SMILES	UACC-257	SK-MEL-28	LOX IMVI	UACC-62	SK-MEL-2	MALME-3M	MDA-MB-435	SK-MEL-5
N#CC1=C(c2ccco2)Nc2c(c(-c3ccccc3)nn2-c2ccccc2)C12C(=O)Nc1ccc(Br)cc12 (configuration not stated)	73	67	21	52	87	91	60	59
O=c1cc(-c2ccccc2)oc2cc(OCc3cn(Cc4ccc([N+](=O)[O-])cc4)nn3)cc(O)c12	95	92	96	76	99	84	96	94
COc1ccc(/C=c2\c(=O)n(-c3ccccc3)c3nn4c(n23)=NNC=C4c2ccccc2)cc1	104	106	97	91	103	99	102	96
COc1cc(C2CC(c3cc(OC)c(OC)c(OC)c3)=NN2C(C)=O)ccc1OCc1ccccc1 (configuration not stated)	49	42	.	24	21	43	45	9.8*
COCC(CN(C)C)OC(=O)c1ccc([N+](=O)[O-])cc1 (configuration not stated)	98	109	97	91	106	104	105	106
CCCCCCNC(=O)N/C(N)=N/c1nc2ccccc2s1	98	104	.	79	110	95	95	88

Remaining list, next part.
SMILES	UACC-257	SK-MEL-28	LOX IMVI	UACC-62	SK-MEL-2	MALME-3M	MDA-MB-435	SK-MEL-5
CCOC1CCCC(n2cnc3c(=S)nc[nH]c32)O1 (configuration not stated)	98	103	101	100	100	100	97	107
CC(=O)c1nc(Nc2ccc(Cl)cc2)sc1C	93	95	102	90	104	104	101	98
COCCCNc1nc(NC(=O)c2cc(OC)cc(OC)c2)cc(-c2cccnc2)n1	106	105	94	111	79	112	100	72
Cc1ccc(C(=O)NNC(=O)CSc2nc3ccccc3c(=O)[nH]2)cc1	105	104	96	89	107	92	101	99
CN(C)Cc1cccs1	97	102	93	95	103	97	118	90
O=C(Nc1ccc(-n2cnc3cc(-c4ccc(O)cc4)ccc32)cc1)NC1CC1	103	103	102	112	106	95	98	95
CN(C)B(N(C)C)N(C)C	97	99	.	99	.	106	100	.
COc1ccc2c(c1)c(-c1nc(-c3cn(C)c4c(Cl)nccc34)cs1)cn2C(=O)OC(C)(C)C	87	95	85	79	87	120	94	76
CNC(=O)c1c(NC(=O)c2ccc(C(C)(C)C)cc2)sc2c1CCC(=O)C2	17	12	8.5*	0.6*	-2.7*	-13*	-9.8*	-83*
Cc1ccc(C(C)O)cc1 (configuration not stated)	108	114	99	104	102	122	117	106
COc1ccc(-n2nc3c(c2-c2ccc(OC)c(OC)c2)-c2oncc2CC3)cc1	110	75	58	73	93	100	79	82
CC12CCC3C(CCC4=C(O)C(=S)CCC43C)C1CCC2=S (configuration not stated)	114	119	96	106	88	75	116	101
O=C(O)C(c1ccccc1)C(O)C1CCCCC1 (configuration not stated)	89	99	103	93	99	106	113	98
CCOC(CCC#N)c1ccc(C)cc1 (configuration not stated)	99	115	104	113	136	103	108	103
CCC(C)NCCCCCNc1cc(OC)cc2cccnc12 (configuration not stated)	96	106	97	96	107	90	108	95
CCOC(=O)C1=C(C(=O)c2ccc(C)cc2)C(c2ccc(Cl)cc2Cl)C(C(=O)c2ccc(C)cc2)=C(C(=O)OCC)N1	100	91	95	80	109	95	96	96
CS(=O)(=O)c1nccc(-c2c(-c3ccc(OCCc4ccccc4)cc3)nc3sccn23)n1	103	96	93	88	108	103	96	.
CCCN(CCC)c1ccc(/C=C/c2ccc3cc(OCC)ccc3n2)cc1	84	65	98	87	88	88	95	78
O=C(c1ccc(Br)cc1)C1C(c2ccc(Cl)cc2)C2CCCN2C12C(=O)Nc1ccccc12 (configuration not stated)	80	99	69	53	91	79	68	85
COc1ccc(C(=O)/C=C/c2ccc(Oc3nc(NCCO)nc(N4CCOCC4)n3)c(OC)c2)cc1	90	97	.	70	101	85	44	95
CNC1=C([N+](=O)[O-])C(c2ccc(C#N)cc2)C(C#N)=C(c2ccc[nH]2)O1 (configuration not stated)	102	109	98	92	108	99	100	101
N#Cc1c2c(nn(-c3ccccc3)c1=O)C(O)=C([N+](=O)[O-])C(c1ccoc1)C2 (configuration not stated)	94	106	89	82	106	82	98	92
COc1ccc(C2CC(=O)Nc3c2cnn3C)cc1 (configuration not stated)	101	108	100	101	112	103	101	101
N/C(=N\c1nc(=O)c2ccccc2c(=O)[nH]1)N1CCCCC1	102	110	95	100	109	99	102	101
O=C1/C(=C\C(Cl)=C/c2ccc([N+](=O)[O-])cc2)SC(=S)N1CCc1ccc(O)cc1	4.1*	-61*	.	-31*	0.1*	-65*	-2.0*	-79*
CC12CCC3C(=CCc4cc(O)ccc43)C1C/C(=N\O)C2O (configuration not stated)	97	108	97	100	112	111	109	102
Cc1nc2c(cnn2-c2ccccc2)c(=O)n1-c1ccc(NC(=O)c2ccco2)cc1	88	100	91	83	96	83	98	77
